Assay outcomes as filed in PubChem BioAssay.
AmpC no deterg: qHTS Inhibitors of AmpC Beta-Lactamase (assay without detergent). AmpC nitrocefin hydrolysis, absorbance 480 nm, 0.0001% Triton. Potency, µM (top dose mostly 57.1 µM), inactives show top-dose activity change, negative = inhibition, actives largely listed as inhibitors. actives 0.52% (n = 330,000). AID 485341, 2010;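 further: potency means the concentration at half of the fitted maximal effect; plate controls were no compound for no effect and no enzyme for full effect; nearly all actives have a fitted effect of over 20% in size; some results filed as inactive show a strong effect at the top dose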
Target sequence (P00811 whole entry, looked up): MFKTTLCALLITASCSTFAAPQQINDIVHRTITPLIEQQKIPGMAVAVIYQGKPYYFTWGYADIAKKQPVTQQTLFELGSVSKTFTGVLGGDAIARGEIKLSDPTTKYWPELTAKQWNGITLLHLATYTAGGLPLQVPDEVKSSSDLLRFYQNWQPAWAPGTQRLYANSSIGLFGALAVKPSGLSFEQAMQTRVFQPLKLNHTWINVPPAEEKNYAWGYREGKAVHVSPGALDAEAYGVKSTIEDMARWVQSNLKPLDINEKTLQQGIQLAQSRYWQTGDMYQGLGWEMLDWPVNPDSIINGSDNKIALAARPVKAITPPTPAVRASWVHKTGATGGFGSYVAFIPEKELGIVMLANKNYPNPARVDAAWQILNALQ
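AmpC (5.3 nM in the dispensed reagent) in 20 mM phosphate pH 7.0 with 0.01% (detergent screen) or 0.0001% Triton X-100 was preincubated with compounds for 15 min at room temperature. Nitrocefin was then added from an 800 uM solution, and hydrolysis was followed at 480 nm.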
LmPK inh: qHTS Assay for Inhibitors of Leishmania Mexicana Pyruvate Kinase (LmPK); Q27686; purified LmPK, Kinase-Glo ATP luminescence, 1 h; Potency, µM (highest dose often 57.5 µM), for inactives: top-dose activity change, negative = inhibition, most hits filed as inhibitors; actives 0.37% (n = 290,000); AID 1721, 2009; further: potency means the concentration at half of the fitted maximal effect; on the % scale 0 is the no-effect control and ±100 the full control effect
Target sequence (Q27686 whole entry, looked up): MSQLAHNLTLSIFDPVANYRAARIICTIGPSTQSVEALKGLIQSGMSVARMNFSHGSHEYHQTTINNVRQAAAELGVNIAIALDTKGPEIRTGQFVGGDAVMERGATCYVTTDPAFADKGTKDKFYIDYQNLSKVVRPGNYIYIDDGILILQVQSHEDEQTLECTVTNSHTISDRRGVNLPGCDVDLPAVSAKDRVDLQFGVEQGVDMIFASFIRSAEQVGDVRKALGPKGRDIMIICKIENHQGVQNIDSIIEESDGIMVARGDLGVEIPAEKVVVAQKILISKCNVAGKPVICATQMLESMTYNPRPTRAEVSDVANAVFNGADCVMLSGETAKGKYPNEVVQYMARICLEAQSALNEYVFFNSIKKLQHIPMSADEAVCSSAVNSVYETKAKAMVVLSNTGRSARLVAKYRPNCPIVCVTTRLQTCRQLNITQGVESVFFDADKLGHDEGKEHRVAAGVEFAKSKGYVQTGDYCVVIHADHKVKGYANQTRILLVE
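Screened at intermediate enzyme activity to detect both inhibitors and activators: LmPK at 0.1 nM, with a 0.5 nM enzyme column as activation reference. PEP 0.5 mM, ADP 0.1 mM; ATP detected by luminescence after 1 h.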
Pf growth 96h: Primary qHTS for delayed death inhibitors of the malarial parasite plastid, 96 hour incubation | P. falciparum luciferase reporter growth, 96 h | Potency, µM (top dose mostly 28.7 µM), for the others: at the top dose activity change, negative = inhibition, actives largely listed as inhibitors | actives 6.9% (n = 320,000); further: potency means the concentration at half of the fitted maximal effect; on the % scale 0 is the no-effect control and ±100 the full control effect
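Two-generation exposure (96 h) targets delayed-death phenotype. Reporter parasites carrying integrated firefly luciferase, in red cells at 2% hematocrit and 0.05% parasitemia final, kept at 37 C, 5% CO2; luminescence loss indicates inhibition.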
Shiga inhibitor: A qHTS for Small Molecule Inhibitors of Shiga Toxin | inhibition, % at 38.7 µM | actives 9.2% (n = 290,000) | Vero cells, Shiga toxin protein synthesis inhibition reporter; in the data active means inhibition mostly above about 28%, no sharp cut-off; inactive means mostly below about 43%; further: 0% is about no effect
CHX counter: Cycloheximide Counterscreen for Small Molecule Inhibitors of Shiga Toxin. actives 12% (n = 300,000). max response, %. cell reporter, cycloheximide protein synthesis inhibition counterscreen; in the data active means max response mostly above about 13%, no sharp cut-off; inactive means mostly below about 14%; further: read at 38.3 µM for the half of the compounds with a filed dose; 0% is about no effect
Pf growth 48h: Primary qHTS for delayed death inhibitors of the malarial parasite plastid, 48 hour incubation | P. falciparum luciferase growth in erythrocytes, 48 h | Potency, µM (series often up to 28.7 µM), without a hit: top-dose activity change, negative = inhibition, usual class: inhibitors | actives 5.9% (n = 310,000); further: potency means the concentration at half of the fitted maximal effect; on the % scale 0 is the no-effect control and ±100 the full control effect
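Read-out is firefly luciferase luminescence from an integrated reporter in P. falciparum, so falling signal marks reduced parasite growth. Infected erythrocytes were at 2% hematocrit and 0.1% parasitemia (final) in Albumax-supplemented RPMI 1640.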
Tb PYK inh: qHTS of Trypanosoma Brucei Inhibitors. pyruvate kinase (Trypanosoma brucei), Q57TT1. TbPYK enzyme, Kinase-Glo Plus ATP luminescence, 45 min. Potency, µM (highest dose often 76.8 µM), for the others: top-dose activity, negative = inhibition, actives largely listed as inhibitors. actives 0.12% (n = 410,000). AID 624173, 2012; further: potency means the concentration at half of the fitted maximal effect; on the % scale 0 is the no-effect control and ±100 the full control effect; nearly all actives have a fitted effect of over 50% in size
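Readout: single end-point luminescence (Kinase-Glo Plus, 10 min). Reaction conditions were TbPYK/substrate plus 130 uM ADP, 45 min at RT, pH 7.2 TEA buffer. No-enzyme wells served as controls, and data were normalized before concentration-response fitting.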
The depositor's hits bear a star; ? = inconclusive; · = no result given; [ ] = remark or other dose. Unless noted, the call rests on the fitted dose curve; in most records, active means well fitted curve in the direction sought with a large enough effect; inconclusive means small, poorly fitted or top-dose-only effect, or another doubt; inactive means no such curve, though single readings can be large; an effect the other way counts as inactive or inconclusive.

item	compound	AmpC no deterg	LmPK inh	Pf growth 96h	Shiga inhibitor	CHX counter	Pf growth 48h	Tb PYK inh
1	CCOC(=O)c1c(NC(=O)CSc2ncnc3ccccc23)sc(C)c1C	-34.0%	0.9%	?	8.7	-2.9	-7.8%	3.9%
2	O=C(O)CCC(=O)N1CCN(c2cccc(Cl)c2)CC1	-13.9%	4.1%	-0.5%	-3.8	-3.8	25.3%	1.1%
3	COCc1ccc([C@@H]2C[C@H]3CN(Cc4ccccc4C)C(=O)[C@]34CCCN24)o1	61.4%[activator]	2.2%	?	32.0*	20.6*	-15.4%	-2.5%
4	CCCS(=O)(=O)c1c(S(=O)(=O)CCC)c2cnccn2c1C(=O)c1ccc(CC)cc1	113.8%[activator]	9.1%	·	-4.1	-3.4	3.29µM*	3.9%
5	Cc1cc(-c2c(C(=O)N3CCOCC3)c(C)nn2-c2ccccc2)no1	-5.6%	-0.2%	19.4%	-0.7	-2.1	31.8%[activator]	5.3%
6	c1ccc2c(-c3nc(-c4ccncc4)no3)cccc2c1	-11.1%	-2.4%	32.2%[activator]	63.3*	21.3*	?	-0.9%
7	COc1ccc(Br)cc1CN(C)C(=O)Cc1ccc(OC)c(S(=O)(=O)N2CCOCC2)c1	211.0%[activator]	·	6.57µM*	·	·	?	2.8%
8	Cc1ccc(S(=O)(=O)N(C)c2ccc(C)c([N+](=O)[O-])c2)cc1	-24.8%	-0.5%	?	18.6	-1.5	-8.6%	1.0%
9	CC(C)CCn1c(C(C)O)nc2ccccc21 (stereo not given)	-20.8%	-2.8%	·	2.6	18.4	3.7%	0.6%
10	CC1CCN(C(=O)Cn2c(SCC(=O)Nc3nccs3)nc3ccccc32)CC1	-35.9%	8.5%	-28.8%	-18.6	-6.3	-29.7%	1.3%
11	CC(/C=N/NC(=O)CSc1nc(C)cc(C)n1)=C\c1ccccc1	-14.0%	-0.8%	?	-10.6	-4.7	7.2%	-4.5%
12	CCN(CC)CCN(C(=O)c1ccc2c(c1)CCCC2)c1nc2ccc(OC)cc2s1	107.6%[activator]	2.0%	?	60.6	0.3	?	3.3%
13	COC(=O)c1cnc(N2CCOCC2)nc1C(F)(F)F	-5.3%	-1.4%	88.6%[activator]	4.8	-0.7	-7.8%	-8.5%
14	CC(=O)N=c1sccn1CC(O)c1ccccc1 (stereo not given)	-15.9%	-0.4%	?	-3.8	6.7	-23.7%[0.00184 µM]	1.0%
15	CC(=O)c1ccc(OCC(O)CN2CCN(c3ccccn3)CC2)cc1 (stereo not given)	-1.6%	0.7%	?	-1.3	-0.7	·	-4.9%
16	COc1ccc(CN(C(=O)CCC(=O)Nc2cc(C)on2)C(C(=O)NC(C)(C)C)c2cccc(OC)c2OC)cc1 (stereo not given)	122.5%[activator]	3.1%	-24.8%	24.1	-3.0	?	0.0%
17	O=C(Nc1ccc(N2CCOCC2)cc1)c1cnsn1	-12.9%	?	-0.2%	-13.3	0.7	-13.7%	-8.0%
18	Cc1ccc(S(=O)(=O)N(C)CC(=O)NCC(c2ccc(F)cc2)N2CCOCC2)cc1 (stereo not given)	89.7%[activator]	·	10.4µM*	·	·	9.28µM*	-5.6%
19	O=C1Cc2ccccc2Sc2c(OCCN3CCCCC3)cccc21	0.8%	1.0%	?	11.1	-1.1	?	1.1%
20	CC(C)C[C@H](NC(=O)c1nc[nH]c1C(=O)N[C@@H](CC(C)C)C(=O)OC(C)(C)C)C(=O)OC(C)(C)C	53.6%[activator]	5.3%	8.28µM*	-4.6	-2.3	6.57µM*	-0.6%
21	COc1ccc(NC(=O)CSc2nnc(CNC(=O)COc3ccc(Cl)cc3)o2)c(OC)c1	37.0%	1.0%	9.28µM*	-5.0	-2.6	13.1µM*	-1.7%
22	O=c1ccc2cc(S(=O)(=O)Nc3ccc(F)cc3)ccc2o1	-26.5%	-11.1%	·	-16.3	-1.7	-0.2%	0.6%
23	Cc1cc(C)c(C)c(S(=O)(=O)NCC(=O)NCc2ccco2)c1C	-17.5%	0.0%	?	-5.1	-5.9	-12.1%	-4.4%
24	O=C(NCC1CCCN(C(=O)c2cscn2)C1)c1ccc(-c2ccccc2)cc1 (stereo not given)	63.6%[activator]	6.3%	?	7.2	8.0	?	4.0%
25	CC(C)c1ccc(S(=O)(=O)N2CCN(C(=O)CCNC(=O)Nc3ccccc3)CC2)cc1	96.5%[activator]	·	?	·	·	11.7µM*	-5.3%
26	NS(=O)(=O)c1ccc(CCNC(=O)CSc2nc3ccsc3c(=O)n2CCCCCC(=O)O)cc1	-16.6%	1.1%	-19.4%	2.9	-3.3	5.6%	-2.9%
27	CCN(CC)C(=O)c1c([N+](=O)[O-])c(C(C)(C)C)nn1C	-5.1%	-3.9%	-11.8%	-1.6	-2.9	14.2%	-6.4%
28	COCCNC(=S)N/N=C/c1ccc(OCc2ccc(C(=O)OC)cc2)cc1	-6.9%	-0.4%	11.2%	-6.6	1.8	18.6%	1.9%
29	COc1cc(OC)cc(C(=O)NNC(=O)c2ccccn2)c1	-10.8%	-3.9%	?	-5.3	14.7	9.28µM*	-12.1%
30	COc1ccc(-c2cc3c(=O)n(CC(=O)NCc4ccccc4F)ncn3n2)cc1	-20.3%	-2.5%	38.4%[activator]	19.0	4.2	45.9%[activator]	-2.0%
31	CCOc1ccccc1NC(=O)Nc1ccon1	-15.5%	1.7%	108.6%[activator]	0.7	0.6	15.3%	-2.8%
32	COC(=O)c1ccc(CSc2nc3ccccc3c(=O)n2-c2cccc(OC)c2)o1	2.6%	-2.3%	·	-14.7	-3.2	13.1µM*	5.0%
33	CCCCOC(=O)Cn1c(=O)c2c(nc(Br)n2Cc2ccccc2)n(C)c1=O	23.8%	0.2%	?	-9.0	-0.9	9.28µM*	-3.9%
34	CC(C(=O)O)n1c2ccccc2c2cn[nH]c(=O)c21 (stereo not given)	-8.2%	3.3%	-61.2%	9.2	-0.8	-8.5%	-3.7%
35	CC1CSc2n(-c3cccc(C(F)(F)F)c3)cc(-c3ccccc3)[n+]21 (stereo not given)	-5.5%	1.8%	?	-3.2	-1.5	1.85µM*	-2.4%
36	Cc1nnsc1C(=O)NNc1ccc(Cl)cc1	62.6%[activator]	3.9%	35.6%[activator]	39.7	9.0	17.2%	6.4%
37	N#CC1=C(N)Oc2c(sc3ccccc23)C1c1ccco1 (stereo not given)	-30.1%	1.2%	11.1%	138.6*	28.9*	6.2%	-7.8%
38	Cc1nc(N)sc1-c1csc(NCc2ccccc2)n1	-9.3%	3.0%	?	14.6	4.9	?	-11.4%
39	CC(C)C(NS(=O)(=O)/C=C/c1ccccc1)C(=O)NCc1ccc(F)cc1 (stereo not given)	21.0%	1.4%	?	1.4	-2.5	?	0.0%
40	CCC(=O)Nc1ccc(N/C(N)=N/c2nc(C)cc(C)n2)cc1	-15.5%	-1.8%	?	19.2	0.2	-4.1%	-0.1%
41	COc1ccccc1N1Cc2ccccc2C1	12.2%	-5.8%	?	3.9	21.3*	13.1µM*	3.9%
42	Cc1ccc(-c2ccc(=O)n(CC(=O)N3CCN(c4cc(Cl)ccc4C)CC3)n2)cc1	14.2%	6.9%	34.2%[activator]	-3.7	0.7	12.1%	-3.9%
43	Cc1ccc2[nH]c(=O)c(CN(Cc3cccnc3)Cc3nnnn3CCN3CCOCC3)cc2c1	23.3%	0.5%	49.8%[activator]	1.3	-1.6	-9.3%	-24.1%
44	Cc1ccc(CSc2[nH]c(=O)ncc2C)cc1	-13.5%	-0.5%	7.0%	12.8	-2.3	16.6%	0.1%
45	C#CCOCCOCCOCCNc1nc(N2CCN(C(=O)CCCCCCCCCCNC(=O)[C@H](CCCCN)n3cc(C)nn3)CC2)nc(N2CCN(C(=O)CCCCCCCCCCNC(=O)[C@@H]([C@H](C)CC)n3cc(CCCCCN)nn3)CC2)n1	193.5%[activator]	·	4.15µM*	·	·	3.29µM*	·
46	CCNC(=O)NC(=O)C(C)OC(=O)C1CCN(S(=O)(=O)c2ccc(C)c(C)c2)CC1 (stereo not given)	-14.0%	1.5%	8.7%	-4.5	-3.5	1.0%	1.3%
47	O=C1C(c2ccccc2)C(c2ccccc2)NC(c2ccccc2)C1c1ccccc1 (stereo not given)	-20.2%	6.2%	0.0%	-12.2	-1.6	1.85µM*	1.4%
48	CC(=O)Nc1cc(C(=O)N2CCc3ccccc3C2)ccc1Sc1ccc(C)cc1	83.9%[activator]	-1.4%	?	-7.0	-1.4	-11.2%	-12.9%
49	COc1ccc(C(=O)Nc2ccccc2-c2nnn(CC(=O)NCc3ccco3)n2)cc1	-34.0%	-5.1%	231.0%[activator]	-9.6	-1.8	-12.1%	1.0%
50	CCOC(=O)C/C(C)=N/NC(=O)CN(c1ccc(Br)cc1)S(=O)(=O)c1ccccc1	22.4µM*	2.5%	-0.9%	15.4	-2.0	15.7%	-2.3%
51	NS(=O)(=O)c1ccc(CCNC(=O)C2CCN(S(=O)(=O)c3cnc[nH]3)CC2)cc1	-17.8%	4.9%	10.0%	-3.1	0.9	7.8%	1.4%
52	COc1ccc(-c2ccc(SCC(=O)NCc3ccco3)nn2)cc1OC	-5.2%	9.5%	5.22µM*	4.5	16.2	13.9%	2.2%
53	CN1CCN(CCc2nc3cc(NC(=O)COc4ccc([N+](=O)[O-])cc4)ccc3n2C)CC1	-2.8%	-2.3%	?	-15.7	-1.9	?	-1.8%
54	COc1ccc(/C=N/NC(=O)C[n+]2ccccc2)c(OC)c1OC	-18.1%	-4.1%	-21.8%	-8.6	-2.1	?	1.0%
55	Cc1nc2cc(NC(=O)c3ccc(S(=O)(=O)N(C)c4ccccc4)cc3)ccc2o1	-8.5%	-5.2%	?	126.1*	30.4*	?	-11.0%
56	CC(=O)Nc1cccc(NC(=O)c2oc3ccccc3c2C)c1	-0.4%	-1.9%	·	99.6*	48.3*	218.1%[activator]	·
57	Cc1nn(C)c(C)c1C1C(C#N)=C(N)Oc2n[nH]c(C)c21 (stereo not given)	-5.0%	-0.1%	-11.8%	26.8	-0.8	7.6%	5.4%

3 entries from above, in transposed form:
8) Cc1ccc(S(=O)(=O)N(C)c2ccc(C)c([N+](=O)[O-])c2)cc1
9) CC(C)CCn1c(C(C)O)nc2ccccc21 (stereo not given)
10) CC1CCN(C(=O)Cn2c(SCC(=O)Nc3nccs3)nc3ccccc32)CC1

compound no.	8	9	10
AmpC no deterg	-24.8%	-20.8%	-35.9%
LmPK inh	-0.5%	-2.8%	8.5%
Pf growth 96h	?	·	-28.8%
Shiga inhibitor	18.6	2.6	-18.6
CHX counter	-1.5	18.4	-6.3
Pf growth 48h	-8.6%	3.7%	-29.7%
Tb PYK inh	1.0%	0.6%	1.3%
